# High-throughput results deposited in PubChem BioAssay by several laboratories.
# Keap1-Nrf2 PPI: inhibitors of human Keap1-Nrf2 protein-protein interaction. Keap1 Kelch-Nrf2 peptide fluorescence polarization, 1536-well. actives 0.15% (n = 340,000). inhibition, % at 9.4 µM; in the data active = inhibition above about 12%;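 also: human Keap1 Kelch domain with fluorescein labeled Nrf2 9mer peptide probe; 0% = neutral control wells and 100% = peptide positive control; higher means more block of Keap1 binding to Nrf2 peptide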
# Arr AP2 block: inhibitors of human beta-arrestin and AP2 interaction; FITC-arrestin peptide / GST-AP2 beads, flow cytometry; AP2 beta2 appendage carries R879A mutation; inhibition, % at 10 µM; actives 0.31% (n = 340,000); AID 504490;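 active = inhibition above a set limit, near 3 SD of compounds lacking own fluorescence, cut at about 54% in these data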;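 also: plate controls were DMSO wells for no effect and 5 µM unlabelled arrestin peptide for full effect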
#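 Test system: GST-tagged AP2 beta2-adaptin appendage (R879A) on 4 µm glutathione beads; also added: fluorescein-tagged arrestin peptide at 50 nM final; timing: 12 min plus 1 h, RT; signal: flow cytometry, FL1 (488/535 nm); read-out: percent drop in bead-associated FITC signal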
# cardiac RTF act: cardiac RTF calcium sensitization | P19429+P45379 | IANBD-labeled TnC RTF fluorescence at EC20 calcium; 0% EC20 calcium, 100% full calcium | activation, % at 7.2 µM | actives 0.24% (n = 340,000) | AID 493008;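 active = activation above the mean over all tested compounds plus 3 SD, cut at about 30% in these data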;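 also: rise in fluorescence read as greater calcium sensitivity of cardiac thin filaments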
# DSG3 Ab inh: human desmoglein-3 autoantibody binding inhibition. P32926. DSG3-coupled beads, scFv-anti-DSG3-GFP binding, flow cytometry; hits give low values. binding (percent of control), % at 10 µM. actives 0.48% (n = 310,000);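 active = binding more than 3 SD below its plate's average and above zero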;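 also: hits lower antibody fragment binding to DSG3; some compounds called inactive have numbers as strong as hits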
# OPRM1-OPRD1 inv: inverse agonists of human mu-delta opioid receptor heterodimerization; actives 0.21% (n = 340,000); inhibition, % at 9.3 µM; AID 504357; cell-based MOR-DOR heterodimer luminescence, inverse agonism; in the data active = inhibition above about 22%, passing the limit was not always enough;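 also: 0% = cells with DMSO and 100% = wells without cells with DMSO; values of inactives mirror those of a sister screen read the other way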
# Target sequence (P35372 whole entry, looked up): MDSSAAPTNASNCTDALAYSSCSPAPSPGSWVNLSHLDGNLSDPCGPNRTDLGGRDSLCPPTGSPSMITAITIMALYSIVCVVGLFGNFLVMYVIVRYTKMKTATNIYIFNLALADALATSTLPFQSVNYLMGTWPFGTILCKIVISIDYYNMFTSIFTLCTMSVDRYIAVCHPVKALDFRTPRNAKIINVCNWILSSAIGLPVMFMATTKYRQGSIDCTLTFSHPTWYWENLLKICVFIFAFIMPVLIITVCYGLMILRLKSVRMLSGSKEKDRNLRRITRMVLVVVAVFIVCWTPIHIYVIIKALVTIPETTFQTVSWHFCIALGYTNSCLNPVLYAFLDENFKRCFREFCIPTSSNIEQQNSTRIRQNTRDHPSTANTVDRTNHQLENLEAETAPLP
# Target sequence (P41143 whole entry, looked up): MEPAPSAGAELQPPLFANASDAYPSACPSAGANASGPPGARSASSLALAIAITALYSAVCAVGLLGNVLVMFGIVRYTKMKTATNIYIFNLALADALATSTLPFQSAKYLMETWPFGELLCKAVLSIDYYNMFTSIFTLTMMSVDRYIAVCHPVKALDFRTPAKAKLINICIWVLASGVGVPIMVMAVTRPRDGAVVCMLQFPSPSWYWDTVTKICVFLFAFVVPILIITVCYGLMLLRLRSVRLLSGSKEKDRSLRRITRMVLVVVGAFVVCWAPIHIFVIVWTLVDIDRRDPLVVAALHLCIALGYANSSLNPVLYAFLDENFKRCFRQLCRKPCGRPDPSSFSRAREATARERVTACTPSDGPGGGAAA
# V-ATPase pHluor: alters yeast V-ATPase proton transport; S. cerevisiae, pHLuorin cytosolic pH fluorescence; response, % at 10 µM; actives 0.37% (n = 350,000); AID 504577; in the data active = response mostly above about 7.3%, no sharp cut-off; inactive = mostly below about 5.4%; also: actives read high; inactives centre near 0; some compounds called inactive have numbers as strong as hits; reference of the scale not given here
# LANA DNA inh: blocks KSHV LANA C-terminal domain binding to DNA. MBP-C-LANA/FAM-LBS DNA binding, fluorescence polarization. inhibition, % at 9 µM. actives 0.078% (n = 340,000);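 active = highest replicate inhibition at or above 60% at 9 µM, even if other replicates fall short; inactive = all replicates below 60% inhibition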;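 also: 0% = neutral control wells and 100% = 4 µM acridine orange control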
# MOR-DOR ag: OPRM1-OPRD1 heterodimerization agonism. cells, luminescence. AID 504326. P35372+P41143. actives 0.3% (n = 340,000). activation, % at 9.3 µM; in the data active = activation above about 18%;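 also: 0% = vehicle-treated cells and 100% = reference agonist; values of inactives mirror those of a sister screen read the other way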
# Cardiac RTF inh: cardiac RTF calcium desensitization | P19429+P45379 | inhibition, % at 7.15 µM | actives 0.12% (n = 340,000) | IANBD-labeled cardiac RTF, Ca2+ fluorescence;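 active = inhibition above the mean inhibition of all tested compounds plus 3 SD, cut at about 17% in these data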;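 also: assay run at fixed EC70 calcium of 1.6 mM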
# Wnt bcat act: activates Wnt/beta-catenin signaling in a reporter cell assay | activator, plate reader | activation, % at 9.35 µM | actives 1.2% (n = 300,000); in the data active = activation above about 30%, passing the limit was not always enough;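 also: 0% = neutral control wells and 100% = positive control wells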
# An asterisk follows results filed as active; · = no result given.
SMILES,Keap1-Nrf2 PPI,Arr AP2 block,cardiac RTF act,DSG3 Ab inh,OPRM1-OPRD1 inv,V-ATPase pHluor,LANA DNA inh,MOR-DOR ag,Cardiac RTF inh,Wnt bcat act
COc1ccc(CNC(=O)C2CC(c3cc(C(F)(F)F)cc(C(F)(F)F)c3)=NO2)cc1 (centres undefined),-5,2,-1,100,-13,-3,0.6,2.3,-2,-5
O=c1cc2c(nn1Cc1cccc([N+](=O)[O-])c1)-c1ccccc1CC2,2,-18,0,104,-11,-1,1.4,2.2,0,-1
NC(=O)C1CCN(C(c2ccccc2F)c2nnnn2Cc2ccco2)CC1 (centres undefined),-2,27,-3,·,18,-3,0.7,-3.0,3,0
COC(=O)c1ccc(-n2c(C)cc(C(=O)CSc3ccc(NC(C)=O)cc3)c2C)cc1,-7,-4,-4,97,2,1,4.5,-0.3,3,-2
Cc1nn(C)cc1-c1n[nH]c(=S)n1-c1ccc(Cl)cc1,-4,-1,3,112,0,7,2.0,0.1,-16,-1
CCOC(=O)N1CCN(S(=O)(=O)c2cn(C)c(=O)n(C)c2=O)CC1,-5,-5,0,106,7,4,0.7,-2.0,5,4
COc1ccc(CCNC(=O)CNS(=O)(=O)c2cccs2)cc1OC,3,7,-4,98,3,4,-0.6,-0.5,8,-1
O=C(OCc1ccccc1)c1cccnc1Cl,-7,0,0,·,10,0,1.4,-2.3,-4,0
CCC(NC(=O)c1ccccc1O)c1ccccc1 (centres undefined),2,-1,-6,93,13,-1,-0.4,-2.4,1,-5
Cc1cc(NC(=O)Nc2cccc(Cl)c2)n(C(C)(C)C)n1,-6,-4,-2,94,9,2,2.8,-1.4,-20,-1
O=C1CSC(c2cccnc2)N1Cc1cccnc1 (centres undefined),-4,-3,7,96,10,-1,1.1,-2.0,-2,1
C=CCOC(=O)C1=C(C)NC(C)=C(C(=O)OCC=C)C1c1cccs1,-5,-1,-1,99,-16,-2,2.0,3.0,-9,-4

# In the list so far, these have a Cl atom:
SMILES,Keap1-Nrf2 PPI,Arr AP2 block,cardiac RTF act,DSG3 Ab inh,OPRM1-OPRD1 inv,V-ATPase pHluor,LANA DNA inh,MOR-DOR ag,Cardiac RTF inh,Wnt bcat act
Cc1nn(C)cc1-c1n[nH]c(=S)n1-c1ccc(Cl)cc1,-4,-1,3,112,0,7,2.0,0.1,-16,-1
O=C(OCc1ccccc1)c1cccnc1Cl,-7,0,0,·,10,0,1.4,-2.3,-4,0
Cc1cc(NC(=O)Nc2cccc(Cl)c2)n(C(C)(C)C)n1,-6,-4,-2,94,9,2,2.8,-1.4,-20,-1

# Other records
SMILES,Keap1-Nrf2 PPI,Arr AP2 block,cardiac RTF act,DSG3 Ab inh,OPRM1-OPRD1 inv,V-ATPase pHluor,LANA DNA inh,MOR-DOR ag,Cardiac RTF inh,Wnt bcat act
CC(=O)N1CCC(C(=O)Nc2ccccc2)(N(Cc2ccccc2)C(=O)c2cccnc2)CC1,1,-12,8,107,17,2,0.2,-3.0,-9,·
COc1ccc(CCNC(=O)C(=O)NCC2OCCN2S(=O)(=O)c2ccccc2)cc1OC (centres undefined),-2,20,4,108,11,-3,-1.1,-2.1,0,-2
O=C(Nc1ccc(OC(F)(F)F)cc1)c1ccc2c(c1)no[n+]2[O-],-1,4,1,109,-110,1,0.9,22*,-11,-1
CCOC(=O)C1CCN(c2nc(C)nc3c2oc2ccccc23)CC1,-4,28,3,101,-15,-7,0.7,3.1,-7,·
Cn1c(N)c(C(=O)CSc2nnc(N)s2)c(=O)n(C)c1=O,-7,6,-10,96,9,2,-0.4,-1.9,-2,-3
O=C1CC(c2cc(Br)ccc2F)c2cc3c(cc2N1)CCC3 (centres undefined),0,-6,-10,100,-7,-1,-1.3,1.4,-1,-9
Cc1ccc(NC(=O)Cn2c(=O)n(CCCCC(=O)NCc3ccco3)c(=O)c3ccccc32)cc1,3,11,-2,100,0,7,-3.7,0.1,-2,-2
CCN(c1ccccc1)S(=O)(=O)c1ccc(Cl)c(NC(=O)COC(=O)c2ccc(O)cc2)c1,1,0,10,100,-7,3,-0.9,1.3,-3,15
Cn1c(=O)c2c(nc(CN3CCC(C(N)=O)CC3)n2CCc2ccccc2)n(C)c1=O,-3,-9,4,107,8,2,-0.2,-1.6,-10,·
CC(C)C(=O)Nc1nnc(CSCc2ccccc2F)s1,-1,1,4,·,10,-1,-1.0,-1.7,0,1
COc1ccccc1-c1ccc(SCc2ccccc2)nn1,·,-7,-2,103,-17,-3,·,3.4,-3,30
CCc1ccc(S(=O)(=O)N2CCN(C(=O)C3CCN(C(C)=O)CC3)CC2)cc1,3,-21,-4,107,10,-1,0.9,-3.0,4,0
N#Cc1cnn2c(-c3ccccc3)ccnc12,2,2,5,104,5,-3,0.9,-0.9,-11,·
CC(=O)C(C(C)=O)C(c1ccccc1)c1nc2ccccc2[nH]c1=O (centres undefined),-7,-9,-5,91,1,-3,0.3,-0.2,0,0
CCN1CCN(C(=O)N(CC(=O)Nc2ccc(C(N)=O)cc2)S(=O)(=O)c2ccc(C)cc2)CC1,-3,27,-1,96,2,-4,1.0,-0.3,-17,6
Cc1cc(C(=O)CSc2ncnc3ccccc23)c(C)n1C1CC1,-2,24,3,92,7,2,2.6,-1.8,-5,17
CCN(Cc1cc2cc(OC)ccc2[nH]c1=O)C(=O)c1ccncc1,-5,28,1,·,1,2,2.7,-0.1,2,·
Cc1ccc2nc(C)cc(N3CCOCC3)c2c1,0,7,2,100,-6,-3,-2.1,1.1,-10,·
COc1ccc(Br)c(C(=O)NC(C)(C)CO)c1,-3,-6,0,·,11,-2,1.4,-2.2,-1,1
CCNC(=S)Nc1cccc(NC(=O)c2ccccc2O)c1,4,36,-1,104,12,1,1.4,-2.5,-2,5
O=C(c1cccnc1)N1CCN(CCCc2ccccc2)CC1,-3,9,6,98,-4,1,-0.9,0.7,-13,22
C[C@H]1CN([C@@H](C)CO)C(=O)c2cccc(NS(=O)(=O)c3ccc(F)cc3)c2O[C@H]1CN(C)S(=O)(=O)c1cn(C)cn1,-4,-5,-2,100,16,-4,3.1,-3.3,-8,-1
O=S(=O)(Nc1ccc2c3c(cccc13)CC2)c1ccc(F)cc1,-4,-9,8,119,-32,0,-0.2,7.0,-10,0
Cn1c(N)c(C(=O)COC(=O)CCCOc2ccc(Cl)cc2Cl)c(=O)n(C)c1=O,2,9,4,103,8,-2,1.0,-1.6,-5,-6
COc1ccc(NC(C)=O)cc1NC(=O)CSc1nnc(C2CCCCC2)n1N,-3,-2,1,114,15,0,1.1,-2.6,-4,0
O=C(NN=Cc1c(F)cccc1F)c1ccccc1NS(=O)(=O)c1cccs1,-3,8,1,96,4,6,-1.2,-0.7,-4,1
N/C(CC(=O)Nc1ccc(F)cc1)=N\O,0,22,-3,111,13,-3,-0.6,-2.4,-2,-3
CCn1c(COc2ccccc2C)nnc1SCC(=O)O,-4,8,1,100,2,6,1.2,-0.3,-4,-3
CC(C)(C)c1ccccc1NC(=O)CN1C(=O)NC(Cc2ccccc2)C1=O (centres undefined),·,-3,-4,111,10,-1,·,-2.0,-10,-3
CCn1cc(C(=O)NCc2ccc(OC)cc2)c(=O)c2ccc(C)nc21,-3,12,-3,117,19,0,-2.1,-3.7,-4,1
CC(C)(O)P(=O)(O)CCc1ccccc1,-2,11,6,107,3,3,4.9,-0.6,-1,13
CC1(C)SC2C(C(=O)O)N=C(Cc3ccccc3)N2C1C(=O)O (centres undefined),-6,7,5,93,19,1,0.9,-3.7,3,-3
CCOC(=O)c1sc(NC(=O)CSC(=S)N2CCOCC2)nc1C,3,-10,6,110,6,4,1.1,-1.2,-1,3
COc1cc(C(C[N+](=O)[O-])c2c(C)cc3ccccn23)ccc1O (centres undefined),-1,13,-3,104,-9,3,-0.8,1.5,-6,1
CC(C)c1ccc(-c2nn(-c3ccccc3)cc2C2C(C#N)=C(N)OC3=C2C(=O)CC(C)(C)C3)cc1 (centres undefined),-8,-2,3,77,-18,-3,-0.2,3.3,-2,6
CC(C)(C)NC(=O)CN(C(=O)c1ccc(Cl)nc1)c1cccc2ccccc12,-5,9,-2,107,5,6,0.6,-1.0,-1,-3
Cc1ccc(C(=O)NCCC(=O)Nc2ccccc2C)cc1,-4,1,-7,93,14,1,6.1,-3.0,0,1
O=C(O)CCC(=O)NNC(=O)COc1cccc(Cl)c1,-3,16,6,88,15,4,3.4,-2.8,-8,-6
COC(=O)CCC(=O)NNC(=O)c1cccc(Cl)c1,-8,3,1,102,11,-3,0.9,-2.1,1,·
COc1ccc2cc(C3OCCO3)c(Cl)nc2c1,-2,20,-1,104,1,-1,-0.9,-0.2,1,11
Fc1cccc(Cl)c1CNCc1cccnc1,-5,4,-3,102,19,-1,0.4,-4.2,-6,0
COc1ccc(N2C(=O)CC(Sc3nccc(C)n3)C2=O)cc1 (centres undefined),-3,2,8,107,12,6,-0.6,-2.1,-2,-1
CCNC(=S)/C(=C(/[O-])c1ccc([N+](=O)[O-])cc1)[n+]1ccccc1,-2,6,7,87,6,2,1.5,-1.1,-12,1
COc1ccc(CCNC(=O)c2cc3c(=O)n4ccccc4nc3n(C3CCCCC3)c2=N)cc1,5,8,-4,94,12,5,4.0,-2.3,-3,-3
O=C(O)CCc1ccc(-c2ccc(Br)cc2)n1CC(=O)O,2,44,-3,96,3,-4,0.8,-0.6,0,0
COc1ccc(Cc2nnc(SC)[nH]c2=O)cc1,0,8,-8,97,-13,-7,0.3,2.4,-1,·
COCCCN(C(=O)CSCc1c(C)noc1C)c1c(N)n(Cc2ccccc2)c(=O)[nH]c1=O,-5,-6,-6,100,20,5,0.8,-4.1,5,-2
Fc1cccc(Cl)c1Cn1nnc2c(-n3ccnc3)ncnc21,2,-6,3,102,9,-1,0.1,-1.6,-8,·
Cc1cc(Br)ccc1NC(=O)CN(C)C(=O)c1cc([N+](=O)[O-])ccc1N1CCOCC1,0,1,-5,111,-2,4,-2.6,0.4,-4,-3
CC12CCC(=O)N1C(C(=O)Nc1ccccc1F)CS2 (centres undefined),-4,1,-3,98,-15,1,2.2,2.4,-14,1
O=C(O)/C=C\C(=O)Nc1ccc(N2CCN(c3ccc(F)cc3)CC2)cc1,6,40,0,88,2,2,1.0,-0.3,-2,-9
CN(C(=O)CSc1nnnn1-c1ccccc1)C1CCCCC1,0,25,2,104,2,-3,-3.3,-0.3,-7,·
CCc1ccccc1NC(=O)CSc1n[nH]c(-c2cccnc2)n1,-4,-2,0,123,-2,2,-1.7,0.3,-18,-2
CC(C)(C)NC(=O)NC(=O)CN1CCc2ccccc21,1,17,0,117,6,2,1.3,-1.2,-4,-1
CCNC(=S)Nc1cc(C(=O)N2CCCC2)ccc1N1CCCC1,-1,15,-2,103,6,-4,-0.2,-1.2,-6,-1
O=C(O)/C=C\C(=O)Nc1ccccc1C#Cc1ccc(Br)cc1,-3,5,-3,99,3,2,0.2,-0.6,-4,·
CS(=O)(=O)N(Cc1ccccc1Cl)c1ccc(C(=O)N2CCCC2)cc1,2,-6,-4,107,21,-3,-0.8,-4.2,-7,-3
O=C(NCC1c2ccccc2CCN1C(=O)CN1C(=O)c2ccccc2C1=O)C1CCCCC1 (centres undefined),-1,-7,4,110,6,-1,-0.1,-1.1,-7,·
